Hsp70 activator = Hsp70 transcriptional activation, primary screen. HeLa Hsp70 promoter luciferase reporter, luminescence; scaled: vehicle 0, proteasome-inhibitor control 100%. activation, % at 10 µM. actives 0.04% (n = 200,000);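 active = activation above the mean across all tested compounds plus 3 SD, cutoff set per campaign, cut at about 5.5% in these data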;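 note: 100% = MG132 at 30 µM as the positive control and 0% = DMSO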
Redox H2O2 prof = compounds producing H2O2 with reducing agent – biochemical, NIH compound library profiling, artefact control for MLSCN library redox annotation, primary screen; actives 0.03% (n = 200,000); AID 878; activation, % at 10 µM; DTT-dependent redox cycling H2O2, phenol red/HRP absorbance; 100% = 100 µM peroxide control, 0% = buffer;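 active = activation of at least 50% relative to the plate's high and low controls in the primary single-dose screen; inactive = activation below 50%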;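 note: compound incubated with DTT at 0.8 mM final as the reducing agent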
PMI activator = phosphomannose isomerase (human) activation; purified human PMI, coupled resazurin fluorescence, 20 min; active compounds read high; 1 = vehicle control, 0 substrate-free wells; activation factor at 20 µM; actives 0.005% (n = 190,000);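 active = activation factor of 2 or more at 20 µM, relative to plate controls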
RAM network inh = blocks the yeast RAM network | AID 868 | S. cerevisiae dse1pr::URA3 reporter, 5-FOA growth OD615, 2 d; analog-sensitive cbk1-as2 kinase mutant strain | inhibition, % at 50 µM | actives 1.8% (n = 190,000);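 active = inhibition above a set limit, 3 SD over mean compound inhibition, cut at about 8.4% in these data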;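 note: 0% = DMSO-only wells with no growth and 100% = 10 µM 1-NA-PP1 full growth; inhibition rescues growth on 5-FOA so higher OD means more RAM inhibition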
L major viab = Leishmania major promastigote growth inhibition; Leishmania major promastigotes, resazurin fluorescence viability; inhibition, % at 10 µM; actives 9% (n = 200,000); in the data active = inhibition above about 50%;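 note: promastigotes grown with compound for 44 hours at 28 °C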
S1P3 antagonist = blocks the human S1P3 receptor | CHO S1P3 NFAT-BLA reporter, FRET fluorescence, antagonist mode | inhibition, % at 4.98 µM | actives 0.27% (n = 170,000) | AID 485;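 active = inhibition above the plate cutoff, the mean inhibition of test wells on that plate plus 3 SD, cut at about 28% in these data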;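 note: cells challenged with S1P at its EC80 of 0.8 µM; blue over green emission ratio from cleaved BLA substrate after 4 h stimulation; 0% = S1P-stimulated wells and 100% = unstimulated DMSO-only wells; some compounds past the cut are filed as inactive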
Target sequence (Q99500 whole entry, looked up): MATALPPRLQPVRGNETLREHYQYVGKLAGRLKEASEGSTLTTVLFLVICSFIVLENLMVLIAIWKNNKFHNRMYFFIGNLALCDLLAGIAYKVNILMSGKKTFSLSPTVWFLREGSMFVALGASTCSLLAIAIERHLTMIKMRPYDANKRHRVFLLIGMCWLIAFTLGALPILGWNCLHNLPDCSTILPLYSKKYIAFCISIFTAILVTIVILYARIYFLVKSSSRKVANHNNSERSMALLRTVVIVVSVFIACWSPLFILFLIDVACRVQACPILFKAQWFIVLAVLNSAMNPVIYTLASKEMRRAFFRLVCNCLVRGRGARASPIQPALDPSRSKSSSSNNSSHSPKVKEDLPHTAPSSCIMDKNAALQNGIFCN
TNAP inh no acc = TNAP (human) inhibition, acceptor-free conditions. AID 1012. actives 0.26% (n = 200,000). inhibition, % at 20 µM. purified TNAP, CDP-star luminescence, 30 min;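 active = tissue-nonspecific alkaline phosphatase inhibition above about 50% at 20 µM in the single-dose screen, limit read from the data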;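 note: 0% = DMSO negative control and 100% = EDTA positive control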
Target sequence (P05186 whole entry, looked up): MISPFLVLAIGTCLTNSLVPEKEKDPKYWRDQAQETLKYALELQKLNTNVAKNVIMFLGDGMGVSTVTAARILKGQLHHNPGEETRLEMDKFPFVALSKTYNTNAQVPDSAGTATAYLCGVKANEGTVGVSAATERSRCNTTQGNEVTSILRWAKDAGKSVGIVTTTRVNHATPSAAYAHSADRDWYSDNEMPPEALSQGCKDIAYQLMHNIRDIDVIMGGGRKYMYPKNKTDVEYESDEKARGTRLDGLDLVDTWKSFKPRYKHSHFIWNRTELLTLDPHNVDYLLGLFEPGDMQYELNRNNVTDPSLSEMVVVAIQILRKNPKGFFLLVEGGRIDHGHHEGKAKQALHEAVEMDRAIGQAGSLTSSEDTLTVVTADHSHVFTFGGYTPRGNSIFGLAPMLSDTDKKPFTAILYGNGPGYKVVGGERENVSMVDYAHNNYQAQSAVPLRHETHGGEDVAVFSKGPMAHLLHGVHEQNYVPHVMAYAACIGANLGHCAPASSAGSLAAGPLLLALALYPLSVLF
Efa HMGR inh = blocks class II HMG-CoA reductase of Enterococcus faecalis; purified E. faecalis HMGR, NADPH absorbance 340 nm kinetic; inhibition, % at 10 µM; actives 0.41% (n = 190,000); AID 1066;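 active = inhibition above a set limit, the median over all tested compounds plus 3 SD, cut at about 9.5% in these data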;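 note: enzyme runs in reverse so mevalonate oxidation gives rising NADPH absorbance; 0% = complete reaction with DMSO and 100% = background rate lacking mevalonate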
PMI act satM6P = increases human PMI activity with near-saturating mannose 6-phosphate; activation factor at 20 µM; coupled PMI enzyme assay, resazurin fluorescence, 20 min; active compounds read high; 1 = untreated enzyme, 0 = substrate-free blank; actives 0.34% (n = 190,000); AID 1216;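 active = activation factor of 2 or more at 20 µM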
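Test system: Human PMI in coupled enzyme assay | Input: 15 ng/mL PMI | Medium: HEPES-buffered pH 7.4 with magnesium and detergent | Compound: One concentration, 20 µM, in 1% DMSO | Incubation: Enzyme reaction with compound 20 min at room temperature | Detection: Diaphorase-driven resazurin-to-resorufin fluorescence, excitation 544, emission 590 nm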
TNAP inh hiacc = inhibitors of human TNAP at high phosphate acceptor concentration | P05186 | purified TNAP, CDP-star luminescence, 1 M DEA | inhibition, % at 20 µM | actives 0.03% (n = 200,000) | AID 1135;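 active = over 50% inhibition of tissue-nonspecific alkaline phosphatase at 20 µM in the single-dose screen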;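 note: plate controls were DMSO wells for no effect and EDTA-quenched wells as full inhibition for full effect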
* marks the source's active call; other numbers are inactive results; . = no result given.

#1 CCOC(=O)c1c(NC(=O)c2noc(C)c2[N+](=O)[O-])sc(C(C)=O)c1C
#2 CCn1c(COc2ccc(C)cc2)nnc1SCC(=O)NCc1ccco1
#3 CC(C)(C)NC(=O)C(c1ccncc1)N(C(=O)c1csnn1)c1ccccc1 (stereo unspecified)
#4 Fc1ccccc1Nc1nc(-c2ccncc2)nc2ccccc12
#5 O=C(C(=O)N1CCN(C(=O)c2ccco2)CC1)c1c[nH]c2ccccc12
#6 COc1ccc(-c2cc(C(=O)N3CCCCC3)no2)cc1OC
#7 CCc1ccccc1NC(=O)CC1S/C(=N\c2nccs2)N(CC)C1=O (stereo unspecified)
#8 COCCCN1C(=O)c2ccc(C(=O)O)cc2C1=O
Compound	1	2	3	4	5	6	7	8
L major viab	17	-3	-4	96*	-2	-5	-4	0
Redox H2O2 prof	0.3	-1.0	0.8	0.2	-2.2	0.5	-2.3	1.2
S1P3 antagonist	20	-7	.	4	-11	-20	8	.
PMI activator	1.1	1	1	1.3	1.1	1.1	1	0.9
Efa HMGR inh	-6	-2	-1	2	-3	-7	-3	-1
RAM network inh	2.6	-1.5	2.8	4.2	2.7	2.4	0.9	0.9
PMI act satM6P	1.1	1.1	1	1.2	1.1	1.1	1	1
TNAP inh no acc	-5	-5	14	-7	-9	-3	-16	-17
TNAP inh hiacc	-3	-6	-1	0	-4	-8	-7	-4
Hsp70 activator	-0.3	0.1	0.1	-0.2	-0.1	-0.1	-0.1	0.3

#9 COc1ccc(CN=Cc2c(C(F)(F)F)[nH][nH]c2=O)cc1
#10 Cc1ccc(F)cc1NC(=S)NCCc1ccccc1
#11 CCCOc1ccc(C(CC(=O)O)NC(=O)C23CC4CC(CC(C4)C2)C3)cc1 (stereo unspecified)
#12 O=C(OCc1cnc(Cl)s1)c1cccs1
#13 Cc1nnn(-c2nonc2N)c1C(=O)N/N=C/c1cccc2ccccc12
#14 COc1ccc(-c2nnc3n2N=C(c2cccc(Br)c2)CS3)cc1OC
#15 O=C1c2ccsc2SCCN1Cc1ccccc1
#16 Cc1nnc(SCC(=O)NCc2ccc(F)cc2)[nH]c1=O
Compound	9	10	11	12	13	14	15	16
L major viab	-13	14	-5	1	4	-6	-6	1
Redox H2O2 prof	0.1	-0.4	-0.7	-0.9	0.2	0.1	0.9	-2.4
S1P3 antagonist	.	4	.	-16	-10	32	18	-10
PMI activator	1	1	1	1.1	1	0.9	0.9	1
Efa HMGR inh	-5	2	0	2	2	-1	1	-2
RAM network inh	0.1	-0.4	0.0	1.8	-0.6	3.9	2.8	0.8
PMI act satM6P	1	1.1	1	1	0.9	1	0.9	1
TNAP inh no acc	23	16	-2	-6	7	-4	-9	-16
TNAP inh hiacc	-3	2	1	-7	-1	-2	-8	-1
Hsp70 activator	-0.3	0.0	-0.2	-0.2	0.2	-0.3	0.2	-0.3

#17 COc1ccc(CN2CCCC(CNC(=O)c3ccc(F)cc3)C2)c(F)c1 (stereo unspecified)
#18 CSc1ncccc1C(=O)NC1CCCCCC1
#19 Cc1ccc(OCc2nnc(SCC(=O)Nc3cccc4ccccc34)n2-c2ccccc2)cc1
#20 Cc1cc(C)c(S(=O)(=O)N2CCN(C(=O)N(C)C)CC2)c(C)c1
#21 O=C(COC(=O)CCSc1ccccc1Cl)Nc1ccc(F)cc1F
#22 Cc1cc(C)cc(-c2nnc(SCC(=O)N3CCN(C(=O)c4ccco4)CC3)o2)c1
#23 CCc1ccc(CN2CC(C(=O)O)CC2=O)cc1 (stereo unspecified)
#24 COC(=O)c1c(NC(=O)CCCC(=O)O)sc2c1CCC2
Compound	17	18	19	20	21	22	23	24
L major viab	89*	-2	95*	-3	-6	-5	-6	-5
Redox H2O2 prof	0.1	-2.6	1.0	-0.9	0.8	-0.2	0.4	0.1
S1P3 antagonist	2	-22	.	6	-1	0	.	.
PMI activator	1	1.1	0.8	.	0.9	1.2	0.9	1
Efa HMGR inh	-1	-1	-4	0	-7	-1	-4	3
RAM network inh	0.1	-0.9	3.7	0.4	-0.1	1.4	0.0	0.5
PMI act satM6P	1.1	1.1	0.8	.	1	1	1	1
TNAP inh no acc	-6	-5	-9	-6	-26	-15	-5	-11
TNAP inh hiacc	-6	-3	-3	-2	0	-10	1	-4
Hsp70 activator	-0.2	-0.2	-0.5	-0.3	-0.4	-0.3	0.1	0.2

#25 COc1cccc(CNCc2cccnc2)c1OCc1ccccc1
#26 CCOC(=O)CNC(=O)Cn1c(C)cc2ccccc2c1=O
#27 c1ccc2c(C[n+]3csc4ccccc43)cccc2c1
#28 Cc1cc(-c2ccccc2)n(-c2ccc(C(=O)NC(C)C)cc2)n1
#29 O=C1CC(c2nc3ccccc3[nH]2)CN1c1ccccc1 (stereo unspecified)
#30 O=C(O)CCc1ccc(-c2cccs2)n1NC(=O)c1cccs1
#31 CCN(CC)CCN(C)C(=O)c1ccc(OC2CCN(C(=O)C3CC3)CC2)cc1
#32 Cc1ccc(OCc2n[nH]c(=S)n2C2CCCCC2)cc1
Compound	25	26	27	28	29	30	31	32
L major viab	16	-1	20	3	4	-9	-3	-5
Redox H2O2 prof	-1.6	1.1	9.6	-9.2	-0.5	-0.3	11	0.1
S1P3 antagonist	-8	-2	.	.	3	4	16	.
PMI activator	1.1	0.9	1.1	0.9	0.9	1	.	0.8
Efa HMGR inh	3	-3	1	1	-1	-1	-4	3
RAM network inh	-0.2	-0.8	0.7	2.6	1.2	1.6	0.6	0.5
PMI act satM6P	1	0.9	1.9	0.9	1	0.9	.	0.9
TNAP inh no acc	-10	-8	12	-7	-12	-4	-4	5
TNAP inh hiacc	-6	-5	-4	-1	-4	-4	-2	0
Hsp70 activator	-0.1	0.0	-0.4	-0.1	-0.2	1.6	-0.2	-0.3

Some of these compounds in order of length of the SMILES, falling.
#31 CCN(CC)CCN(C)C(=O)c1ccc(OC2CCN(C(=O)C3CC3)CC2)cc1
#28 Cc1cc(-c2ccccc2)n(-c2ccc(C(=O)NC(C)C)cc2)n1
#30 O=C(O)CCc1ccc(-c2cccs2)n1NC(=O)c1cccs1
#24 COC(=O)c1c(NC(=O)CCCC(=O)O)sc2c1CCC2
#32 Cc1ccc(OCc2n[nH]c(=S)n2C2CCCCC2)cc1
#25 COc1cccc(CNCc2cccnc2)c1OCc1ccccc1
#23 CCc1ccc(CN2CC(C(=O)O)CC2=O)cc1 (stereo unspecified)
Compound	31	28	30	24	32	25	23
L major viab	-3	3	-9	-5	-5	16	-6
Redox H2O2 prof	11	-9.2	-0.3	0.1	0.1	-1.6	0.4
S1P3 antagonist	16	.	4	.	.	-8	.
PMI activator	.	0.9	1	1	0.8	1.1	0.9
Efa HMGR inh	-4	1	-1	3	3	3	-4
RAM network inh	0.6	2.6	1.6	0.5	0.5	-0.2	0.0
PMI act satM6P	.	0.9	0.9	1	0.9	1	1
TNAP inh no acc	-4	-7	-4	-11	5	-10	-5
TNAP inh hiacc	-2	-1	-4	-4	0	-6	1
Hsp70 activator	-0.2	-0.1	1.6	0.2	-0.3	-0.1	0.1

(listing goes on)
#33 CCCCNC(=S)N1CCN(c2nc3ccccc3s2)CC1
#34 Cc1nnc(NC(=O)CSc2nnc(Cc3cccn3C)n2-c2cccc(C)c2C)s1
#35 c1ccc2c(C3=NNC(=NC4CC4)SC3)c[nH]c2c1
#36 O=C(COC(=O)c1cccnc1Nc1cccc(C(F)(F)F)c1)NCc1ccc2c(c1)OCO2
#37 CCCCN(C)CCNC(=O)c1nn(-c2ccc(OC)cc2)c(=O)c2c1c1ccccc1n2C
#38 O=S1(=O)N=C(N(CCO)/N=C/c2ccncc2)c2ccccc21
#39 O=C(N/N=C/C(Br)=C/c1ccccc1)C1CC1
#40 COc1ccc(CCNC(=S)NCc2ccc(Cl)c(Cl)c2)cc1OC
Compound	33	34	35	36	37	38	39	40
L major viab	-6	-4	97*	3	16	-6	9	2
Redox H2O2 prof	-0.3	-2.0	.	-4.1	0.4	-0.3	-2.4	-0.1
S1P3 antagonist	-8	-31	-4	.	13	3	9	-2
PMI activator	1	1.2	0.7	1	1.1	1.3	1.2	0.9
Efa HMGR inh	-1	-4	0	-3	-9	-9	2	-2
RAM network inh	1.8	4.5	0.4	2.9	-0.5	1.3	-0.9	7.7
PMI act satM6P	0.9	1.3	0.7	0.9	1.1	1.3	0.9	1
TNAP inh no acc	-4	-9	1	-5	-5	0	0	-80
TNAP inh hiacc	1	0	0	-7	-4	-1	-7	-6
Hsp70 activator	-0.4	-0.4	-0.1	-0.1	0.0	-0.2	-0.4	-0.1

#41 CCOc1cccc(NC(=O)C2CCCN(S(=O)(=O)c3ccc(-n4cnnn4)cc3)C2)c1 (stereo unspecified)
#42 C=CCn1c2ccccc2c2nnc(SCC(=O)Nc3c(C)n(C)n(-c4ccccc4)c3=O)nc21
#43 CCCC(=O)N/N=C1\CS(=O)(=O)N(C)c2ccsc21
#44 Cc1ccc(F)cc1NC(=O)c1ccc(NS(=O)(=O)c2ccc(Br)s2)cc1
#45 O=C(O)c1ccc(CSc2nnnn2C2CCCCC2)cc1
#46 CCN1C(=O)/C(=C/c2nc3ccccc3c(=O)n2-c2ccc(C)cc2)c2ccccc21
#47 Cc1ccc(C)c(NC(=O)CSc2ncnc3nc[nH]c23)c1
#48 N#CCC(=O)Nc1ccc(C(=O)NCc2ccccn2)cc1
Compound	41	42	43	44	45	46	47	48
L major viab	-3	0	-7	-3	-7	99*	-9	-3
Redox H2O2 prof	-0.8	-0.7	-1.6	-0.3	-1.8	3.3	-4.6	-0.4
S1P3 antagonist	-26	.	-2	3	-10	-4	.	14
PMI activator	1	0.9	0.8	0.8	0.9	0.9	1.1	1.1
Efa HMGR inh	-4	3	-6	0	-3	-1	-2	0
RAM network inh	7.2	0.9	2.1	4.8	0.7	3.1	1.1	1.2
PMI act satM6P	0.9	0.9	0.8	0.9	0.9	1	1.1	1.1
TNAP inh no acc	-10	-6	-2	-27	2	16	4	-3
TNAP inh hiacc	-10	4	-4	-5	-3	8	0	-2
Hsp70 activator	-0.3	-0.1	-0.3	-0.2	0.1	-0.4	-0.2	-0.2

#49 O=C(CN1CCC(O)(c2ccc3c(c2)OCO3)CC1)OC1CCCCC1
#50 CCN(CC)C(=O)c1ccc(O)c(OC)c1
#51 COc1ccnc(Oc2ccc(F)cc2)c1C(=O)N/C=N/OCc1c(Cl)cccc1Cl
#52 CCCCSc1nnc2n(CCc3ccccc3)c(=O)c3c4c(sc3n12)COC(C)(C)C4
#53 COCCN(C(=S)Nc1cccc(C)c1)C(C)c1cccnc1 (stereo unspecified)
Compound	49	50	51	52	53
L major viab	97*	-7	-2	34	64*
Redox H2O2 prof	3.2	0.1	2.0	0.7	0.4
S1P3 antagonist	4	2	.	.	5
PMI activator	0.9	1.1	0.8	0.9	0.9
Efa HMGR inh	1	-3	1	-5	2
RAM network inh	0.5	0.7	3.6	6.0	0.2
PMI act satM6P	0.9	1.1	0.8	0.9	1
TNAP inh no acc	-12	-10	0	2	-3
TNAP inh hiacc	-6	-3	-3	-5	1
Hsp70 activator	-0.1	-0.2	-0.3	0.0	-0.2
